# Screening results from PubChem BioAssay.
# TAAR1 ag – human TAAR1 agonism; Q96RJ0; CHO RD-HGA16 TAAR1, Fluo-8 calcium fluorescence; vehicle wells 0%, saturating PEA agonist 100%; activation, % at 3 µM; 360,000 tested, 0.99% active; AID 624467;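 active = activation above the mean activation of all test compounds in the run plus 3 SD, cut at about 38% in these data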
# Target sequence (Q96RJ0 whole entry, looked up): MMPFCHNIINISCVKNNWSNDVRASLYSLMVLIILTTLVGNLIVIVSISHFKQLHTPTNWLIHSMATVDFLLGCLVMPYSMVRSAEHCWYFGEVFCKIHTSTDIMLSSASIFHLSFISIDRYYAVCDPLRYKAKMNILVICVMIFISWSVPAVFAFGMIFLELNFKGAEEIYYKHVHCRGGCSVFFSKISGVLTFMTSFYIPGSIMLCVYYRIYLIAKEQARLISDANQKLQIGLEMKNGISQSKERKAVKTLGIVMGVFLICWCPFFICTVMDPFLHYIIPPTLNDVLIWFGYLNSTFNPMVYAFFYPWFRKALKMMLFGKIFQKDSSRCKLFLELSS
#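 Repeats: no replicates (n 1) | Material: CHO-derived RD-HGA16 cells with stable Gα16 and human TAAR1 | Technique: Kinetic Fluo-8 calcium fluorescence | Schedule: 17-24 h seeding, 75 min 37 °C dye, 30 min RT | Evaluation: % activation from peak over basal fluorescence ratio, DMSO-to-PEA scaled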
# CRFBP-R2 block – CRF-BP/CRF-R2 complex antagonism; 350,000 tested, 0.59% active; HEK293 CRF-R2/CRF-BP, CRF-induced calcium fluorescence; inhibition, % at 11.8 µM; AID 588475;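 active = inhibition of the ligand-induced calcium signal above about 50% at the single tested concentration, limit read from the data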
# M5 ag – CHRM5 agonism in calcium assay. P08912. CHO-K1 hM5 cells, Fluo-8 calcium fluorescence; 0% DMSO wells, 100% maximal acetylcholine response. activation, % at 3 µM. 360,000 tested, 0.19% active;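 active = activation above the run's mean over test compounds plus 3 SD, cut at about 23% in these data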;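 also: signal is peak over basal fluorescence ratio across the kinetic read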
# TAAR1 antagonist – antagonists of human TAAR1; 360,000 tested, 1.5% active; CHO RD-HGA16 TAAR1, Fluo-8 calcium fluorescence, antagonist; Q96RJ0; inhibition, % at 3 µM; AID 624466;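 active = inhibition above a per-plate cutoff, the mean inhibition of test compounds on that plate plus 3 SD, cut at about 49% in these data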;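 also: 0% = DMSO plus EC80 beta-PEA response and 100% = DMSO alone without agonist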
#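 Test system: CHO RD-HGA16 cells bearing hTAAR1 | Reagent: β-PEA, EC80 | Compound dosing: 3 µM, single point | Schedule: Dye loading 75 min at 37 °C, then 30 min room temperature | Signal: Calcium fluorescence with Fluo-8 | Evaluation: Percent inhibition of PEA-evoked calcium signal, max/basal emission ratio | Control set: DMSO-only wells and EC80 β-PEA-stimulated wells | Repeats: Singlicate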
# CRFBP-R2 agonist – agonists of human CRF-binding protein/CRF-R2 receptor complex | HEK293 CRF-R2/CRF-BP, calcium dye fluorescence (FLIPR); percent of saturating CRF peptide response | activation, % at 13.2 µM | 350,000 tested, 0.46% active;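 active = activation of at least 50%, plus an integration ratio under a set limit after plate pattern correction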;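 also: plate controls were neutral control wells without compound for no effect and CRF at EC100 for full effect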
# M4 PAM – positive allosteric modulators of human muscarinic M4 receptor | P08173 | CHO-K1 hM4/Gqi5, Fluo-8 calcium fluorescence, ACh EC20; 0% = ACh EC20, 100% = maximal ACh | activation, % at 3 µM | 360,000 tested, 0.4% active;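 active = activation above its plate's cutoff, the mean activation of sample wells plus 3 SD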; also: some results filed as inactive read as strong as hits
# Target sequence (P08173 whole entry, looked up): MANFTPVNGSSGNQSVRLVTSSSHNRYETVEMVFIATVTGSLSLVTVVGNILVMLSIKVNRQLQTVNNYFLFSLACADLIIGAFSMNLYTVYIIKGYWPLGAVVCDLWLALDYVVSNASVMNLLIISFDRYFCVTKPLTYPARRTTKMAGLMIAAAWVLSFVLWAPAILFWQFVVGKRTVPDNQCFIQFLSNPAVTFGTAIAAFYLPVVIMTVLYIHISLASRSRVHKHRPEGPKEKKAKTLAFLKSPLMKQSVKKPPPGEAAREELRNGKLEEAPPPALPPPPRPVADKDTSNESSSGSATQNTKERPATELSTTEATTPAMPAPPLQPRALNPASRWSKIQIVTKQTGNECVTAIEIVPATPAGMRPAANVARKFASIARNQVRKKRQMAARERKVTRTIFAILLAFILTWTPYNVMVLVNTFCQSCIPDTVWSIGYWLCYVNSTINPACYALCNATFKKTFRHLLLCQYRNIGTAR
# M1 PAM parental – counter-screen for M1 PAMs: effect in parental CHO-K1 cells | activation, % at 3 µM | ATP EC20, Fluo-8 calcium fluorescence; 0% at ATP EC20, 100% at ATP max | 360,000 tested, 0.02% active;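 active = activation above the run cutoff, the mean activation of all test compounds plus 3 SD, cut at about 40% in these data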;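 also: peak over basal fluorescence ratio in a 140 s read after ATP addition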
# CHRM5 PAM – CHRM5 positive allosteric modulation | P08912 | CHO-K1 hM5, Fluo-8 calcium, ACh EC20 PAM; 0% = ACh EC20, 100% = ACh EC100 | activation, % at 3 µM | 360,000 tested, 0.3% active | AID 624038;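 active = activation above the run cutoff, the mean activation of all test compounds plus 3 SD, cut at about 18% in these data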
#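 Assay system: CHO-K1 hM5 cells. Also added: acetylcholine at EC20 concentration, added after compound. Dosing: 3 µM, single dose. Times: compound preincubation 140 s before EC20 acetylcholine addition. Signal: Fluo-8 calcium fluorescence. Measure: % activation relative to EC20 and EC100 ACh responses. Repeats: singlicate, one well per test compound.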
# CHRM5 antagonist – CHRM5 antagonism in calcium assay; P08912; CHO-hM5 cells, Fluo-8 calcium fluorescence, ACh EC80; inhibition, % at 3 µM; 360,000 tested, 0.59% active;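 active = inhibition above a per-plate cutoff, the mean of that plate's test compounds plus 3 SD, cut at about 27% in these data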;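 also: 0% = acetylcholine EC80 with DMSO and 100% = DMSO without agonist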
# * hit, by the source's call; x = no result given.
SMILES	TAAR1 ag	CRFBP-R2 block	M5 ag	TAAR1 antagonist	CRFBP-R2 agonist	M4 PAM	M1 PAM parental	CHRM5 PAM	CHRM5 antagonist
Cc1ccc(NC(=O)CSc2nnc(Cc3cccn3C)n2-c2ccc(F)cc2)cc1	-0.9	-23.7	0.9	-4.6	3.8	8.2	9.6	10.8	-4.1
CC(C)=NNc1ncnc2nc[nH]c12	1.7	2.7	-2.0	-15.2	-6.1	1.5	14.2	-1.5	1.5
COc1ccc(N2C(=O)CC(C#N)=C2N)cc1	2.4	-8.2	-3.2	-1.6	0.0	-2.6	-1.4	-1.3	1.7
CCN(Cc1ccccc1)S(=O)(=O)c1c(C)n(C)c(=O)n(C)c1=O	-0.5	1.1	-2.6	9.2	-0.5	6.5	25.5	5.7	-4.4
CC(C)c1ccc(OCc2nc(-c3ccccn3)no2)c(Br)c1	10.8	-6.8	-2.6	11.0	0.3	2.3	-5.3	6.3	-3.5
CCOc1ccc(-c2nc(C)c(C(C)=O)n2O)cc1	2.6	-13.5	-2.7	3.6	0.8	-8.8	12.2	-2.8	11.9
O=c1ncn(-c2ccc(F)cc2)c2ncccc12	5.4	5.8	-1.6	-1.2	-0.9	12.6	22.9	3.9	-0.2
COCC(=O)N/N=C(\C)CC(=O)NCc1ccco1	3.7	8.2	-3.3	7.1	0.4	9.6	14.3	-2.0	-8.4
N#Cc1c(-c2ccccc2)nc(SCc2ccc(Cl)cc2)[nH]c1=O	5.0	25.0	-3.3	-4.7	-0.5	-8.8	-1.1	-1.9	-0.3
Cc1ccc(NC(=O)c2ccc(Cl)c(N3C(=O)C=CC3=O)c2)cc1	66.3*	-31.6	1.5	56.0*	18.5	-7.1	13.3	0.2	0.9
CCOC(=O)C1=C(C)Nc2nc(C)nn2C1c1ccc(OCC)c(OC)c1 (stereo unspecified)	-0.1	32.8	0.3	-8.6	7.7	6.8	11.8	-0.4	2.1
COc1cc(/C=C2/SC(=S)N(CCC(=O)N3CCN(C)CC3)C2=O)cc(OC)c1OC	2.2	-0.3	0.1	-7.2	0.8	-0.2	-0.4	-0.8	8.7
CCOc1ccc(Cl)cc1S(=O)(=O)N1CCC(C(=O)N2CCCC2)CC1	0.4	-7.1	-1.4	-1.7	0.5	-4.2	9.9	-4.5	1.7
CC1(C(=O)NCC2CC2)C=CC2(CCCCC2)N1C(=O)c1ccccc1 (stereo unspecified)	x	-0.8	1.4	x	-0.3	4.6	3.9	6.9	-3.6
COc1ccc(NC(=O)c2oc3ccccc3c2CSC)cn1	-4.3	-8.8	-5.0	-2.4	-1.1	-3.0	11.1	0.3	-1.8
COC(=O)c1sc(NC(=O)c2c(-c3ccccc3)noc2C)nc1C	-0.6	-23.1	-1.6	-19.2	0.1	5.1	-8.1	0.0	-4.0
Cc1cc(=O)[nH]c(N/N=C/c2ccc(Cl)cc2Cl)n1	1.9	-6.1	-2.9	-4.7	0.2	-0.9	-5.4	0.8	5.8
CNc1cncc(-c2ccccc2CO)n1	3.4	x	1.4	-3.3	x	9.3	-10.8	-1.2	3.4
CCCN1CCN(CC(=O)NCC(=O)Nc2cccc(C)c2C)CC1	1.0	-4.6	1.9	-18.5	-0.4	1.2	-8.9	0.2	6.2
COCCNCC(O)CON=C1c2ccccc2-c2ccccc21 (stereo unspecified)	6.8	7.0	-0.1	-18.9	-0.5	16.6	8.7	4.5	1.4
COc1ccc(NC(=O)c2ccc(COCC(F)(F)C(F)F)cc2)cc1	33.8	7.4	0.5	4.6	0.2	18.7	10.8	-1.5	-6.5
COc1ccc(CN2CCNC(=O)C2CC(=O)N(C)CC2CCOCC2)c(F)c1 (stereo unspecified)	1.3	11.0	-4.1	-14.1	-0.1	-1.7	3.0	-2.4	3.6
Cc1ccc(-c2ocnc2C(=O)N2CCN(C(=O)c3cccs3)CC2)cc1	0.7	-3.8	-3.9	-19.7	-1.0	-0.2	18.5	-2.9	7.7
CCn1c(SCC(=O)NCCc2ccc(Cl)cc2)nnc1-c1cccs1	0.0	0.7	-4.8	14.7	-2.2	-1.3	3.5	0.4	-0.5
COC(=O)C(Cc1cncn1COCc1ccccc1)NC(=O)OC(C)(C)C (stereo unspecified)	0.6	12.9	-1.8	5.4	-0.3	3.7	18.6	4.7	4.0

# Overlap with the part before: 2 entries, then new ones.
SMILES	TAAR1 ag	CRFBP-R2 block	M5 ag	TAAR1 antagonist	CRFBP-R2 agonist	M4 PAM	M1 PAM parental	CHRM5 PAM	CHRM5 antagonist
CCn1c(SCC(=O)NCCc2ccc(Cl)cc2)nnc1-c1cccs1	0.0	0.7	-4.8	14.7	-2.2	-1.3	3.5	0.4	-0.5
COC(=O)C(Cc1cncn1COCc1ccccc1)NC(=O)OC(C)(C)C (stereo unspecified)	0.6	12.9	-1.8	5.4	-0.3	3.7	18.6	4.7	4.0
COc1ccc(C)cc1NC(=O)C1CCCN(S(=O)(=O)c2ccc(-n3cnnn3)cc2)C1 (stereo unspecified)	6.2	15.0	-2.0	28.8	-0.6	0.4	-13.9	-3.3	15.6
COc1ccc(-n2cnnc2SCC(=O)Nc2nc(C)c(Cl)cc2Cl)cc1	0.3	0.6	-2.3	9.4	3.0	-1.8	6.2	2.8	-0.1
CCOC(=O)CNS(=O)(=O)Cc1ccccc1	7.0	-6.4	0.4	9.8	-0.2	6.2	6.2	4.8	6.7
O=C(Nc1cc(Sc2ccccn2)cc([N+](=O)[O-])c1)c1ccc([N+](=O)[O-])cc1	14.9	-21.3	-0.9	24.3	8.2	1.5	13.6	-4.1	-7.1
O=C(O)Cn1cnc2c(=S)nc[nH]c21	1.0	-4.4	-3.0	-1.7	0.2	15.4	9.2	-15.3	25.2
CCCC(=O)NC(c1ccc(OC)cc1)c1c(O)ccc2ccccc12 (stereo unspecified)	2.3	-13.7	-5.6	1.5	0.6	-3.5	-4.6	-0.7	-0.6
CN(C)S(=O)(=O)c1ccc2c(c1)nc1n2CCC1	16.8	-16.0	0.1	12.3	-1.2	3.4	21.0	1.2	0.6
CC1CCCCC12NC(=O)N(CC(=O)Nc1ccc(N3CCOCC3)cc1)C2=O (stereo unspecified)	-0.5	-26.4	0.7	-0.6	-0.6	-3.4	23.9	2.6	1.4
O=[N+]([O-])c1ccc(/C=N/N2CCN(c3ccncc3S(=O)(=O)N3CCCCC3)CC2)cc1	2.6	-35.0	-1.3	8.1	2.2	-3.2	-6.5	11.2	-2.3
O=C(C1=NN(c2ccccc2)C2C(=O)N(c3ccc(Cl)cc3)C(=O)C12)c1ccccc1 (stereo unspecified)	8.7	-57.0	1.3	-11.3	47.7	-9.4	10.7	-5.8	-0.9
CCN(CC)CCCN1C(=O)C(=O)/C(=C(/O)c2cc(C)ccc2C)C1c1cccnc1 (stereo unspecified)	4.4	-10.7	1.4	3.6	0.9	3.8	9.3	14.5	-16.4
COc1ccccc1NC(=O)NC1(C(=O)N2CCC(C)CC2)CCCCC1	1.9	0.8	2.3	4.5	0.2	-2.9	-2.0	4.9	6.5
O=Cc1cn(CC(=O)N2CCOCC2)c2ccccc12	21.5	-1.0	2.4	-4.4	-1.4	8.0	9.1	-0.1	10.2
COc1cc(C)ccc1OCc1cc(C(=O)N(Cc2nccn2C)C(C)C)no1	0.5	3.2	-3.8	-1.6	-2.7	1.8	2.4	-1.6	-4.7
O=C(N/N=C/C=C/c1ccccc1)c1cnccn1	12.6	5.8	-1.0	7.9	6.0	5.6	9.2	0.6	-7.8
Cc1ccccc1Cn1nc(C)c(NC(=O)C2c3ccccc3Oc3ccccc32)c1C	39.5*	-12.9	1.4	6.1	0.0	-2.2	20.1	6.2	-0.2
Fc1ccccc1NC(=S)NCc1ccc(Cl)cc1	3.6	9.3	-0.3	2.8	-2.1	-13.5	-8.7	-10.6	3.5
O=C(CSc1cccc[n+]1[O-])NCCCc1ccccc1	0.2	-4.2	6.6	-2.9	2.7	4.8	9.6	4.0	0.0
CCCCc1ncc(CN2CCN(Cc3ccc(C)cc3)C(CCO)C2)[nH]1 (stereo unspecified)	4.3	-8.3	-4.0	-20.5	0.5	-7.2	24.9	-0.3	-0.1
COc1ccc(OC)c(C(c2nnnn2Cc2ccco2)N2CCN(C)CC2)c1 (stereo unspecified)	1.3	-2.6	-5.1	-18.5	0.9	5.8	-9.3	2.5	0.3
COc1ccccc1CNC(=S)NCc1ccc(Cl)cc1	9.0	-1.3	0.6	8.1	-2.0	-10.3	2.3	-7.3	11.0
COc1ccc(N(C(=O)Cc2cccs2)C2C=CS(=O)(=O)C2)cc1 (stereo unspecified)	1.1	22.8	-1.9	-3.3	11.3	2.2	13.9	-1.0	4.1
COc1ccc(C(=O)NC(=S)Nc2ccc(NC(=O)c3ccco3)cc2)cc1[N+](=O)[O-]	1.0	2.4	-1.2	-11.0	10.1	-1.4	-5.9	2.1	0.8
COc1cccc(CNc2ccc3c(c2)ncn3C)c1OC	2.1	2.2	-0.9	-13.8	-1.7	-5.8	9.5	-2.9	6.9
Cc1ccc(S(=O)(=O)N2CC(O)CC2C(=O)OCC(=O)Nc2ccc([N+](=O)[O-])cc2C(F)(F)F)cc1C (stereo unspecified)	1.1	-12.6	2.0	7.4	0.1	4.2	0.7	-10.2	9.3

# The results go on:
SMILES	TAAR1 ag	CRFBP-R2 block	M5 ag	TAAR1 antagonist	CRFBP-R2 agonist	M4 PAM	M1 PAM parental	CHRM5 PAM	CHRM5 antagonist
CCOC(=O)c1cc(-c2sc(NC(=O)c3ccccc3)nc2C)n(CCO)n1	1.9	-33.5	1.4	-16.4	0.1	1.1	5.7	7.8	-4.9
COc1ccccc1CCNC(=O)CCNS(=O)(=O)c1ccc(NC(C)=O)cc1	6.8	-9.0	2.3	-2.0	-0.6	11.1	19.8	-5.3	0.9
O=C(N/N=C/c1cn(-c2ccccc2)nc1-c1cc2ccccc2o1)c1cccnc1	8.1	-41.6	-2.7	14.4	0.2	15.7	4.0	-6.6	7.5
O=C(Nc1ccc2c(c1)OCO2)c1cnn2c1NC(c1ccco1)CC2C(F)(F)F (stereo unspecified)	7.3	1.6	1.0	-1.9	1.0	0.6	18.3	-3.9	-0.8
Cc1nn(-c2ccccc2)c(OC(=O)c2cccs2)c1S(=O)(=O)c1ccccc1	10.2	19.0	-3.3	2.7	-1.3	3.9	4.6	-2.6	0.2
Cn1c(=O)c2sccc2n(Cc2cccc(Br)c2)c1=O	7.9	-1.7	1.3	0.8	-6.5	-0.8	-17.1	-10.0	15.0
O=C(NCCc1ccco1)C(=O)NCC1OCCCN1S(=O)(=O)c1ccccc1 (stereo unspecified)	65.9*	-2.5	-4.1	23.8	0.6	-2.0	7.0	-1.3	11.4
